Gal4-VP16 FLuc: Gal4-VP16 reporter inhibition counter-screen; Drosophila S2 Gal4-VP16 UAS-luciferase, luminescence, 20 h; Potency, µM (series often up to 53.6 µM), without a hit: top-dose activity, negative = inhibition, actives largely listed as inhibitors; actives 3.5% (n = 310,000);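 note: Gal4-VP16 expression switched on by copper sulfate through the metallothionein promoter; potency is the fitted concentration of half-maximal effect; % is set by controls: 0 for no effect and ±100 for the full control effect; nearly all actives have a fitted effect of over 50% in size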
RORg inh: ROR gamma (mouse) transcription inhibition | P51450 | Drosophila S2 Gal4-RORgamma UAS-luciferase reporter, 20 h | Potency, µM (top dose mostly 53.6 µM), without a hit: top-dose activity change, negative = inhibition, actives largely listed as inhibitors | actives 5.4% (n = 310,000) | AID 2551; note: potency is the fitted concentration of half-maximal effect; % is set by controls: 0 for no effect and ±100 for the full control effect; nearly all actives have a fitted effect of over 60% in size
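Read-out: Photinus luciferase luminescence; inhibitors lower reporter signal. Insect Schneider cells with Gal4-ROR gamma fusion under metallothionein promoter, UAS reporter; 700 uM final copper sulfate induction, 20 hr, ambient temperature.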
Rab9 prom act: activates the Rab9 promoter; Huh7 Rab9 promoter-luciferase reporter, luminescence, 24 h; Potency, µM (titrated, usually from 9.22 µM), inactives show top-dose activation, negative = inhibition, usual class: activators; actives 2.8% (n = 320,000); note: potency is the fitted concentration of half-maximal effect; % of control where 0% means no effect; nearly all actives have a fitted effect of over 60% in size
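Luciferase signal after 10 min detection reagent at ambient indicates Rab9 promoter upregulation; stably transfected Huh7 cells were treated 24 h with compound in DMSO at 37 °C, 5% CO2.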
Mito fusion act: blocks mitochondrial division or promotes mitochondrial fusion; S. cerevisiae fusion-defective mutant growth rescue, CellTiterGlo 48 h; actives 0.23% (n = 320,000); AID 485298; Potency, µM (highest dose often 46.1 µM), for the others: at the highest dose growth rescue (activation), most hits filed as activators;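 note: potency is the fitted concentration of half-maximal effect; % of control where 0% means no effect; nearly all actives have a fitted effect of over 45% in size; temperature-sensitive fusion mutants such as fzo1-1 at 37 °C on non-fermentable ethanol glycerol medium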
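Growth-rescue viability read-out: after 48 h at the non-permissive 37C in glycerol/ethanol YPEG, yeast mitochondrial fusion mutants are measured by CellTiterGlo luminescence; compounds (23 nl pinned per well) restoring growth score as division inhibitors or fusion activators.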
KCNH2 3.1 inh: KCNH2 3.1 (human) potassium channel inhibition; U2OS KCNH2 3.1, thallium flux FluxOr; active compounds read low; activity change, % (tested at about 1.8 µM); actives 0.95% (n = 340,000);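 active = maximum activity change below -70%; inconclusive = maximum activity change from -70% to -50%; inactive = maximum activity change above -50%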;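 note: thallium influx rate constant from kinetic fluorescence after stimulation buffer; % is set by controls: 0 for no effect and ±100 for the full control effect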
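FluxOr-based Tl+ influx in U2OS cells transduced with KCNH2 3.1 virus; rate constants normalized to DMSO controls.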
PKM2 activator: activators of human pyruvate kinase M2; purified PKM2, Kinase-Glo ATP luminescence, activation; response scale: 0% is enzyme alone, no compound; Potency, µM (highest dose often 57.5 µM), for the others: top-dose activation, usual class: activators; actives 0.34% (n = 260,000); AID 1631; note: potency is the fitted concentration of half-maximal effect; % is set by controls: 0 for no effect and ±100 for the full control effect; nearly all actives have a fitted effect of over 55% in size
Target sequence (P14618 whole entry, looked up): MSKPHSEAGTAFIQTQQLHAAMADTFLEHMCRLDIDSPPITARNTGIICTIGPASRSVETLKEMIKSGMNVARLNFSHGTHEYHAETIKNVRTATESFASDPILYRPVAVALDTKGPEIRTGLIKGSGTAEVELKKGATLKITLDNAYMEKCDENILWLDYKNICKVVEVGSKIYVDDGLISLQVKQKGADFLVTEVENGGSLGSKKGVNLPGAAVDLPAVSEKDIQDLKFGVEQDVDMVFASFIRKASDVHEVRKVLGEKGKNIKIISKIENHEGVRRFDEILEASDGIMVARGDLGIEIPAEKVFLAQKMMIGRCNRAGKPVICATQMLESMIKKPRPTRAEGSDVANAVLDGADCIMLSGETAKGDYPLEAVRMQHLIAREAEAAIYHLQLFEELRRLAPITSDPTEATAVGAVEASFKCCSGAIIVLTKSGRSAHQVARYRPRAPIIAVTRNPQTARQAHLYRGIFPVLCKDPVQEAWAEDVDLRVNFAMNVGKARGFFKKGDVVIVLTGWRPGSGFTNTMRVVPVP
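ATP formation by purified human PK-M2, quantified via coupled luciferase luminescence after 1 h at room temperature with 0.1 mM ADP and 0.5 mM PEP final.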
MBNL1-CUG inh: blocks human MBNL1 binding to CUG repeat RNA. Q9NR56. actives 0.036% (n = 280,000). TR-FRET MBNL1-His/biotin-(CUG)12 binding, 665/545 ratio. Potency, µM (highest dose often 57.5 µM), inactives show at the top dose activity change, negative = inhibition, most hits filed as inhibitors. AID 2675; active = well fitted inhibition curve with a large enough effect in the signal ratio, with a control signal flat, not every such curve was filed as active; inconclusive = small, poorly fitted or top-dose-only effect, or effect the other way, or a change in a side signal; inactive = no such curve, though single readings can be large or run the other way; the % refers to the signal ratio; note: potency is the fitted concentration of half-maximal effect; % is set by controls: 0 for no effect and ±100 for the full control effect
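Inhibition of protein-RNA binding appears as loss of TR-FRET between terbium anti-His antibody on MBNL1-His and streptavidin-XL665 on biotin-(CUG)12. Activity is normalized to buffer-only and uninhibited-complex controls.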
NPC1 promoter act: activates the NPC1 promoter | Potency, µM (series often up to 9.22 µM), inactives show at the highest dose activation, usual class: activators | AID 485313 | Huh7 NPC1 promoter luciferase reporter, 24 h | actives 2.4% (n = 320,000);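 note: potency is the fitted concentration of half-maximal effect; % of control where 0% means no effect; nearly all actives have a fitted effect of over 60% in size; reporter is driven by a mutant NPC1 promoter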
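Luminescence read-out of NPC1 promoter-driven luciferase in stably transfected Huh7 cells; compounds delivered in DMSO and left 24 h at 37C, 5% CO2, qHTS titration format.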
ELG1 DNA repair: inhibitors of ELG1-dependent DNA repair in HEK293T cells. HEK293T ELG1-luciferase reporter, luminescence, 16 h; DNA damage induced by 5-fluorouridine. Potency, µM (doses to about 46.1 µM), for inactives: at the top dose activity change, negative = inhibition, actives largely listed as inhibitors. actives 2.3% (n = 330,000). AID 504467; note: potency is the fitted concentration of half-maximal effect; % is set by controls: 0 for no effect and ±100 for the full control effect; nearly all actives have a fitted effect of over 55% in size
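Reporter activity after DNA damage by 5-fluorouridine is monitored. Compound-treated cells incubate 16 hr at 37 °C, then ONE-Glo is added for 30 min before luminescence reading.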
Menin-MLL TR inh: menin-MLL binding inhibition, Texas Red mutant peptide | actives 0.23% (n = 270,000) | Potency, µM (titrated, usually from 61.6 µM), inactives show top-dose FP activity change, negative = inhibition, actives largely listed as inhibitors | Menin + Texas Red MLL mutant peptide, fluorescence polarization | AID 1768 | O00255; active = well fitted inhibition curve with a large enough effect in the polarisation, with a control signal flat, not every such curve was filed as active; inconclusive = small, poorly fitted or top-dose-only effect, or effect the other way, or a change in a side signal; inactive = no such curve, though single readings can be large or run the other way; the % refers to the polarisation; note: potency is the fitted concentration of half-maximal effect; % of control where 0% means no effect; many of its hits are not listed in these tables
Target sequence (O00255 whole entry, looked up): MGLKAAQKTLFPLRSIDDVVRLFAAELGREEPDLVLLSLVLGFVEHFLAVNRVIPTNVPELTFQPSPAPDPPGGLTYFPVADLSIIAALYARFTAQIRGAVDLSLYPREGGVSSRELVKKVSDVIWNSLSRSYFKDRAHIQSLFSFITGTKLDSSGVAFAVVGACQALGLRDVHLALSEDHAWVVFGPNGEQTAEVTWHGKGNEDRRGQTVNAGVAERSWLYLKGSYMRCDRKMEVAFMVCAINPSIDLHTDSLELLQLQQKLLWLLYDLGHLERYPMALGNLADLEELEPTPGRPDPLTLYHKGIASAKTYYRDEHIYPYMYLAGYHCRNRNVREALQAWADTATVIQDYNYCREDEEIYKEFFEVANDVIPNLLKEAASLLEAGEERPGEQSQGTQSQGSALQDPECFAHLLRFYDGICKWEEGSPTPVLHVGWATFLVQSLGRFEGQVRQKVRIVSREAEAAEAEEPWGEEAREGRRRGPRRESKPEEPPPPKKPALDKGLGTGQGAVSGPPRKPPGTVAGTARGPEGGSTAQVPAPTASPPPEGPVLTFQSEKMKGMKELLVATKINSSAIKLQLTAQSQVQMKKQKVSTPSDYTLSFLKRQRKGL
FLuc modulator: firefly luciferase modulation, counter-screen for miR-21 project | P08659 | actives 6.9% (n = 360,000) | AID 588342 | Potency, µM (top dose mostly 57.5 µM), for inactives: at the top dose activity change, negative = inhibition, usual class: inhibitors | purified FLuc, Km substrates, luminescence inhibition;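 note: potency is the fitted concentration of half-maximal effect; plate controls were vehicle for no effect and reference inhibitor for full effect; nearly all actives have a fitted effect of over 55% in size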
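Purified P. pyralis luciferase, 10 nM final, with Km-level 10 uM D-luciferin and 10 uM ATP in 50 mM Tris acetate pH 7.5, 10 mM Mg acetate, 0.01% Tween-20, 0.05% BSA; 6-point qHTS titration about 60 µM downward; luminescence read.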
Starred values were filed as active, the others as inactive. Unless noted, calls come from the whole dose curve; as a rule, active = well fitted curve in the direction sought with a large enough effect; inconclusive = small, poorly fitted or top-dose-only effect, or another doubt; inactive = no such curve, though single readings can be large; an effect the other way counts as inactive or inconclusive. This is a subset (hit frequency here may not be typical).

What do the screens show for `O=C(Cn1nnc(-c2ccc(N3CCOCC3)cc2)n1)OC1CCCCC1`?
Gal4-VP16 FLuc: -19%; RORg inh: -39%; Rab9 prom act: 3%; Mito fusion act: -4%; KCNH2 3.1 inh: -13; PKM2 activator: -6%; MBNL1-CUG inh: 3%; NPC1 promoter act: -6%; ELG1 DNA repair: 2%; Menin-MLL TR inh: -14%; FLuc modulator: 12µM*

What do the screens show for `Cc1cccc(C(=O)OCCN2CCOCC2)c1`?
Gal4-VP16 FLuc: -6%; RORg inh: -39%; Rab9 prom act: 12%; Mito fusion act: 2%; KCNH2 3.1 inh: -4; PKM2 activator: 1%; MBNL1-CUG inh: -2%; NPC1 promoter act: 14%; ELG1 DNA repair: inconclusive; Menin-MLL TR inh: 2%; FLuc modulator: -11%

How did Cc1[nH]c2ccccc2c1Cc1n[nH]c(=S)o1 do in these assays?
Gal4-VP16 FLuc: -17%; RORg inh: 4%; Rab9 prom act: -9%; Mito fusion act: -2%; KCNH2 3.1 inh: 0; PKM2 activator: -11%; MBNL1-CUG inh: -12%; NPC1 promoter act: 2%; ELG1 DNA repair: 4%; Menin-MLL TR inh: 4%; FLuc modulator: 4%

Results for O=c1c2c(-c3ccc(Cl)cc3)csc2nc2n1CCC2 ?
Gal4-VP16 FLuc: -14%; RORg inh: 29%; Rab9 prom act: 0%; Mito fusion act: 8%; KCNH2 3.1 inh: -1; PKM2 activator: 3%; MBNL1-CUG inh: -5%; NPC1 promoter act: -3%; ELG1 DNA repair: -3%; Menin-MLL TR inh: -19%; FLuc modulator: 4%

What do the screens show for `CC(CC(=O)Nc1ccc(Cl)c([N+](=O)[O-])c1)c1ccccc1` (stereo unspecified)?
Gal4-VP16 FLuc: -11%; RORg inh: inconclusive; Rab9 prom act: -2%; Mito fusion act: -5%; KCNH2 3.1 inh: -17; PKM2 activator: 3%; MBNL1-CUG inh: 8%; NPC1 promoter act: 0%; ELG1 DNA repair: -29%; Menin-MLL TR inh: inconclusive; FLuc modulator: -1%

What do the screens show for `CCOc1ccc(N(CC(=O)Nc2ccc(OC)cc2)S(C)(=O)=O)cc1`?
Gal4-VP16 FLuc: 4%; RORg inh: 21%; Rab9 prom act: inconclusive; Mito fusion act: 0%; KCNH2 3.1 inh: -6; PKM2 activator: -6%; MBNL1-CUG inh: -5%; NPC1 promoter act: inconclusive; ELG1 DNA repair: inconclusive; Menin-MLL TR inh: -1%; FLuc modulator: inconclusive

Results for Cc1ccc(-c2nsc(SCC(=O)Nc3ccc4c(c3)OCO4)n2)cc1 ?
Gal4-VP16 FLuc: inconclusive; RORg inh: -41%; Rab9 prom act: -1%; Mito fusion act: 5%; KCNH2 3.1 inh: -3; PKM2 activator: -4%; MBNL1-CUG inh: -10%; NPC1 promoter act: -3%; ELG1 DNA repair: inconclusive; Menin-MLL TR inh: inconclusive

What do the screens show for `Cc1[nH]c2ccccc2c1/C=N/NC(=O)CNC(=O)c1ccc2c(c1)OCCO2`?
Gal4-VP16 FLuc: -4%; RORg inh: 19%; Rab9 prom act: -2%; Mito fusion act: 2%; KCNH2 3.1 inh: -2; PKM2 activator: 0%; MBNL1-CUG inh: 7%; NPC1 promoter act: -5%; ELG1 DNA repair: inconclusive; FLuc modulator: inconclusive

Results for Cc1cc(C)c(OCCN2CCCC2)c(Cl)c1 ?
Gal4-VP16 FLuc: 3%; RORg inh: -24%; Rab9 prom act: 3%; Mito fusion act: 1%; KCNH2 3.1 inh: -19; PKM2 activator: 4%; MBNL1-CUG inh: 2%; NPC1 promoter act: 12%; ELG1 DNA repair: -18%; Menin-MLL TR inh: -6%; FLuc modulator: -2%

How did CCOc1ccc(-n2c(=O)c3c(C)c(C(=O)N(C)C)sc3n(CC(=O)Nc3ccccc3F)c2=O)cc1 do in these assays?
Gal4-VP16 FLuc: 3%; RORg inh: -23%; Rab9 prom act: 0%; Mito fusion act: -1%; KCNH2 3.1 inh: 1; PKM2 activator: 2%; MBNL1-CUG inh: 0%; NPC1 promoter act: 2%; ELG1 DNA repair: 11%; Menin-MLL TR inh: 10%; FLuc modulator: 2%

What do the screens show for `Cc1c(Cl)cccc1NC(=S)NNS(=O)(=O)c1ccc([N+](=O)[O-])cc1`?
Gal4-VP16 FLuc: 7.1µM*; RORg inh: 4.5µM*; Rab9 prom act: 1%; Mito fusion act: -4%; KCNH2 3.1 inh: 29; PKM2 activator: 4%; MBNL1-CUG inh: 19%; NPC1 promoter act: -4%; ELG1 DNA repair: -20%; FLuc modulator: -2%

Results for O=C(CN1CCN(c2ccc(Cl)cc2)CC1)NCc1ccccc1 ?
Gal4-VP16 FLuc: 0%; RORg inh: 38%; Rab9 prom act: -1%; Mito fusion act: 0%; PKM2 activator: -8%; MBNL1-CUG inh: -1%; NPC1 promoter act: -2%; ELG1 DNA repair: inconclusive; Menin-MLL TR inh: -15%; FLuc modulator: 0%

Results for Cc1ccc(/C=N/N=C/c2ccc(C)cc2)cc1 ?
Gal4-VP16 FLuc: 2%; RORg inh: 20%; Rab9 prom act: inconclusive; Mito fusion act: 3%; KCNH2 3.1 inh: 3; PKM2 activator: 4%; NPC1 promoter act: inconclusive; ELG1 DNA repair: inconclusive; Menin-MLL TR inh: 2%; FLuc modulator: 2.4µM*

How did COc1ccc(C(=O)Nc2cc(-c3ccc(C)cc3)no2)cc1 do in these assays?
Gal4-VP16 FLuc: -24%; RORg inh: 3.2µM*; Rab9 prom act: 23%; Mito fusion act: 1%; KCNH2 3.1 inh: -10; MBNL1-CUG inh: 14%; NPC1 promoter act: 13%; ELG1 DNA repair: 2%; Menin-MLL TR inh: inconclusive; FLuc modulator: -19%

What do the screens show for `O=C(CCN1C(=O)c2ccccc2C1=O)N1CCN(c2ccccc2)CC1`?
Gal4-VP16 FLuc: -9%; RORg inh: 39%; Rab9 prom act: -3%; Mito fusion act: 1%; KCNH2 3.1 inh: 1; PKM2 activator: -11%; MBNL1-CUG inh: 13%; NPC1 promoter act: -1%; ELG1 DNA repair: 3%; Menin-MLL TR inh: 4%; FLuc modulator: 4%

What do the screens show for `COc1cccc(-n2cc(CNC(=O)C3CCC(=O)N(C4CC4)C3)cn2)c1` (stereo unspecified)?
Gal4-VP16 FLuc: 0%; RORg inh: -1%; Rab9 prom act: 6%; Mito fusion act: -1%; KCNH2 3.1 inh: 2; MBNL1-CUG inh: -4%; NPC1 promoter act: -2%; ELG1 DNA repair: 8%; Menin-MLL TR inh: 15%; FLuc modulator: -2%

Results for COc1cc(CNn2cn[nH]c2=S)cc(Cl)c1OCc1ccccc1 ?
Gal4-VP16 FLuc: inconclusive; RORg inh: 3.5µM*; Rab9 prom act: 0%; Mito fusion act: 3%; KCNH2 3.1 inh: 1; PKM2 activator: -1%; MBNL1-CUG inh: 6%; NPC1 promoter act: -5%; ELG1 DNA repair: 12%; Menin-MLL TR inh: 13%; FLuc modulator: 2%

How did O=C(NCc1cccnc1)C1CC(=O)N(C2CCCCC2)C1 (stereo unspecified) do in these assays?
Gal4-VP16 FLuc: -4%; RORg inh: 1%; Rab9 prom act: -5%; Mito fusion act: -2%; KCNH2 3.1 inh: 8; PKM2 activator: 1%; MBNL1-CUG inh: -18%; NPC1 promoter act: 0%; ELG1 DNA repair: -26%; Menin-MLL TR inh: -14%; FLuc modulator: 0%

Results for COc1ccc(OC)c(NC(=S)N2CCC(C(O)(c3ccccc3)c3ccccc3)CC2)c1 ?
Gal4-VP16 FLuc: inconclusive; RORg inh: 16µM*; Rab9 prom act: -5%; Mito fusion act: 17%; KCNH2 3.1 inh: 3; PKM2 activator: 0%; MBNL1-CUG inh: -3%; NPC1 promoter act: -5%; ELG1 DNA repair: -11%; Menin-MLL TR inh: -14%; FLuc modulator: 1%

How did CCC(C)NS(=O)(=O)c1ccc(S(=O)(=O)Nc2cc3c(cc2C(C)=O)OCO3)cc1 (stereo unspecified) do in these assays?
Gal4-VP16 FLuc: 1%; RORg inh: 17%; Rab9 prom act: -4%; Mito fusion act: 5%; KCNH2 3.1 inh: 7; PKM2 activator: 0%; MBNL1-CUG inh: 1%; NPC1 promoter act: -1%; ELG1 DNA repair: -19%; Menin-MLL TR inh: 17%; FLuc modulator: 3%

What do the screens show for `CCOCCCNC(=O)C(NC(=O)C1CCC(=O)N1)c1ccc(C)cc1` (stereo unspecified)?
Gal4-VP16 FLuc: -1%; RORg inh: 14%; Rab9 prom act: -1%; Mito fusion act: 0%; KCNH2 3.1 inh: 5; PKM2 activator: 6%; MBNL1-CUG inh: 9%; NPC1 promoter act: -4%; ELG1 DNA repair: 4%; Menin-MLL TR inh: 21%; FLuc modulator: -1%
